# Source: PubChem (Emory University Molecular Libraries Screening Center)
# 14-3-3 PPI: modulators of human 14-3-3 gamma - Raf peptide interaction | P61981 | FP, 14-3-3gamma / TMR-pS259-Raf peptide binding | inhibition, % at 40 µM | hit rate 0.19% among 160,000 | AID 422; in the data active = inhibition above about 30%;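 note: 0% = protein plus tracer without compound and 100% = blank with tracer alone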
# Target sequence (P61981 whole entry, looked up): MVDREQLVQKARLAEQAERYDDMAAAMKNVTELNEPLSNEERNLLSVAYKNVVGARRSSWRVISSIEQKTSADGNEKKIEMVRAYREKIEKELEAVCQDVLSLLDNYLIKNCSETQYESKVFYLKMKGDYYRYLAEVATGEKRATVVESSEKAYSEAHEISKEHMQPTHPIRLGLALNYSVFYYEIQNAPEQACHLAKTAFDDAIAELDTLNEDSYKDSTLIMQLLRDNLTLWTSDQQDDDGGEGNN
# An asterisk follows results filed as active; & = joins results of further samples. The list is partial; the hit share may differ from the screen's.
SMILES,14-3-3 PPI
CCCCOc1ccc(CNC(=O)CCCl)cc1,0
CCN(CC(=O)NCc1ccc(F)cc1)Cc1nc2ccccc2c(=O)[nH]1,-1
CCOCCn1c(CN2CCN(c3ccc(F)cc3)CC2)nc2c1c(=O)n(C)c(=O)n2C,-5
O=C(c1ccccc1)N(Cc1ccc(F)cc1)C1CCS(=O)(=O)C1 (configuration not stated),-9
CCCc1cc(=O)n2[nH]c(-c3ccc(C)cc3)cc2n1,-11
O=C(Nc1nc(-c2ccc(F)cc2)cs1)C1c2ccccc2Oc2ccccc21,-7
CCc1ccccc1-n1c(SCC(=O)Nc2ccc3c(c2)OCCO3)nc2[nH]ncc2c1=O,-10
COCCNC(=O)C1CCN(S(=O)(=O)N2CCC3(CC2)OCCO3)CC1,-2
CCCC(=O)N(c1ccc(OCC)cc1)C1C=CS(=O)(=O)C1 (configuration not stated),5
COC(=O)c1ccc(Cn2cc(Br)cn2)o1,-5
O=C1CC(NCCC2=CCCCC2)C(=O)N1c1ccc(F)cc1 (configuration not stated),-4
COc1ccc(-n2c(=O)c3ccccc3n(Cc3ccccc3Cl)c2=O)cc1OC,-1
CC(=O)N1c2ccccc2NC2=C(C(=O)CC(c3ccccc3)C2)C1c1ccc2c(c1)OCO2 (configuration not stated),-1
CC1CCN(S(=O)(=O)c2ccc(Cl)cc2)CC1,-7
COc1ccc(C2CC(=O)C3=C(C2)NC(C)=C(C(=O)OCC(C)C)C3c2ccccc2OC)cc1 (configuration not stated),-3
OCCn1c(SCCOc2ccccc2F)nc2ccccc21,0
Fc1ccc(C2CC(c3ccc(I)cc3)=NN2c2ccccc2)cc1 (configuration not stated),-6
CS(=O)(=O)n1c(SCc2ccc(C(F)(F)F)cc2)nc2ccccc21,0
Cc1c(C(=O)NCc2ccc3c(c2)OCO3)oc2ccc(S(=O)(=O)N(C)C3CCCCC3)cc12,2
COC(=O)c1ccc(C2/C(=C(\O)c3ccc(C)cc3)C(=O)C(=O)N2c2cccnc2)cc1 (configuration not stated),2
COc1ccc(NC(=O)CSc2nnc(Cc3cccn3C)n2-c2ccc(OC)cc2)cc1,4
c1csc(C2C3=C(Nc4ncnn42)c2ccccc2OC3)c1 (configuration not stated),-8
Cc1ccc2nsnc2c1NC(=O)COc1ccc([N+](=O)[O-])cc1,0
O=S1(=O)CCC(SCc2nc3sccn3c2Br)C1 (configuration not stated),-1
CCOC(=O)c1oc2ccc(S(=O)(=O)N3CCC(C)CC3)cc2c1C,2&4
SMILES,14-3-3 PPI
CCOC(=O)c1ccc(N2C(=O)C(=O)/C(=C(/O)c3ccc(OC)cc3)C2c2ccc(C)cc2)cc1 (configuration not stated),-8
Cc1cc(C)nc(-n2nc(C)cc2NC(=O)c2cc(=O)c3ccccc3o2)n1,-1
CC1=C(C(=O)OCC(C)C)C(c2cccc(Br)c2)N2C(=O)C(C)SC2=N1 (configuration not stated),-5
O=C1c2oc3ccccc3c(=O)c2C(c2ccc(Cl)cc2)N1c1ncccn1 (configuration not stated),-7
CCOC(=O)C1=C(C)NC(C)=C(C(=O)OCC)C1c1ccc(Cl)cc1,4
CCOCCOC(=O)C1=C(C)NC(=O)CC1c1ccccc1F (configuration not stated),-5
COc1cc(C2C(C(=O)OCCc3ccccc3)=C(C)NC3=C2C(=O)CC(C)(C)C3)cc(OC)c1OC (configuration not stated),-2
COc1ccc(NC(=O)CSc2nnc(C(C)C)n2N)cc1,-10
CCCCN(CC)S(=O)(=O)c1cc(Br)cc2c1N(C(=O)C1CC1)CC2,-1
O=S(=O)(Nc1nc2ccccc2nc1N1CCN(c2ccccn2)CC1)c1ccc(Cl)cc1,-5
CC(=O)OCC12COC(c3ccc4c(c3)OCO4)C(C(C)=CC1C)C2C (configuration not stated),4
Cc1cc(S(=O)(=O)NCc2ccc(S(N)(=O)=O)cc2)c(C)s1,-3
COc1cc(C2NC(=S)NC(C)=C2C(=O)Nc2ccc(C)cc2C)ccc1O (configuration not stated),7
COC(=O)c1ccc2c(=O)n(NC(C)=O)c(=S)[nH]c2c1,4
c1ccc(-c2cn(-c3ccccc3)c3ncnc(N4CCCCC4)c23)cc1,-6
Cc1cc(C)nc(SCc2nc(N)nc(-c3ccccc3O)n2)n1,-4
CCCN1C2CCCC1CC(NC(=O)c1ccccc1F)C2 (configuration not stated),-5
Cc1c(C(=O)NC2CCCCCC2)sc2ncn(CC(=O)N3CCC(C)CC3)c(=O)c12,-3
COC(=O)c1c(N)n(-c2cccc(C)c2)c2nc3ccccc3nc12,-9
CO/N=C(\C(=O)N[C@@H]1C(=O)N2C(C(=O)O)=C(COC(C)=O)CS[C@H]12)c1csc(N)n1 (stereo in doubt),-11
COc1ccc(N2CCN(C(=O)Cn3cnc4sc(C)c(S(=O)(=O)N5CCCCC5)c4c3=O)CC2)cc1,-13
CCOCCCNC(=O)C1CCN(S(=O)(=O)CC)CC1,3&-3
CC1CCc2c(sc(N=CC=Cc3ccccc3)c2C#N)C1 (configuration not stated),11
CS(=O)(=O)Nc1ccc([N+](=O)[O-])cc1Oc1ccccc1,-5&-1
CCCOc1ccc(S(=O)(=O)NCc2ccc3c(c2)OCO3)cc1,5

# Random excerpt: four entries already listed
SMILES,14-3-3 PPI
CC1CCc2c(sc(N=CC=Cc3ccccc3)c2C#N)C1 (configuration not stated),11
CCCOc1ccc(S(=O)(=O)NCc2ccc3c(c2)OCO3)cc1,5
CCOC(=O)C1=C(C)NC(C)=C(C(=O)OCC)C1c1ccc(Cl)cc1,4
c1ccc(-c2cn(-c3ccccc3)c3ncnc(N4CCCCC4)c23)cc1,-6

# Back to the main list, starting seven compounds before the break.
SMILES,14-3-3 PPI
COC(=O)c1c(N)n(-c2cccc(C)c2)c2nc3ccccc3nc12,-9
CO/N=C(\C(=O)N[C@@H]1C(=O)N2C(C(=O)O)=C(COC(C)=O)CS[C@H]12)c1csc(N)n1 (stereo in doubt),-11
COc1ccc(N2CCN(C(=O)Cn3cnc4sc(C)c(S(=O)(=O)N5CCCCC5)c4c3=O)CC2)cc1,-13
CCOCCCNC(=O)C1CCN(S(=O)(=O)CC)CC1,3&-3
CC1CCc2c(sc(N=CC=Cc3ccccc3)c2C#N)C1 (configuration not stated),11
CS(=O)(=O)Nc1ccc([N+](=O)[O-])cc1Oc1ccccc1,-5&-1
CCCOc1ccc(S(=O)(=O)NCc2ccc3c(c2)OCO3)cc1,5
O=C(O)CCNC(=O)c1ccc2c(c1)C(=O)N(CC1CCCO1)C2=O (configuration not stated),-6
CC(=O)Nc1cc2c(=O)n(Cc3ccccc3)c(C)nc2cc1N1CCOCC1,-10
CCOc1cccc(C=Nc2cccc(NC(=O)c3ccc(F)cc3)c2)c1O,-10
Cc1ccc2cccc(OC(=O)c3ccc4c(c3)OCCO4)c2n1,-6
CCn1c(=NC(=O)c2ccc(S(=O)(=O)N(C)C)cc2)sc2cc([N+](=O)[O-])ccc21,-8
CCOC(=O)c1ccc2c(c1)N(C)C(=O)CS2,-2
Cc1cc(NC(=O)CCN2C(=O)c3ccccc3C2=O)no1,4&-13
O=C(Nc1ccccc1F)c1oc(=O)c2ccccc2c1-c1ccccc1,-10
O=C(COc1nsnc1N1CCOCC1)Nc1ccc(Cl)cc1,-11
Cc1cccc(OCc2nnc(-c3ccc(OCc4cccc(Br)c4)cc3)o2)c1,-1
O=C(CN1CCOCC1)NCCNC(=O)c1ccccc1,0
Cc1nc2ncnn2c(C)c1CCC(=O)Nc1ccc(S(=O)(=O)N2CCCCCC2)cc1,0
Cc1ccc2cc(CCNC(=O)C(C)C)c(=O)[nH]c2c1,-3
OC(CNc1ccccc1)Cn1c2ccc(I)cc2c2cc(I)ccc21 (configuration not stated),-4
COc1ccc(CCNS(=O)(=O)c2ccc3c(c2)oc(=O)n3C)cc1OC,2
Cc1cc(Cl)ccc1OCC(=O)NCCO,2
CCOC(=O)c1c(NC(=O)c2ccoc2C)sc2c1CCC2,-9
CCOC(=O)C1C(=O)CC(C)(O)C(C(=O)OCC)C1c1ccc(SC)cc1 (configuration not stated),2
Cc1nc(CSc2nnc3scc(-c4ccccc4)n23)cs1,1&7
Cc1cccc(-n2nc3c(c2NC(=O)c2ccco2)CSC3)c1,-11
O=C(NCc1ccc2c(c1)OCO2)c1ccc2c(c1)N(Cc1ccc(Cl)cc1)C(=O)c1ccccc1S2,-7
O=C1C(Cl)=C(N2CCN(Cc3ccccc3)CC2)C(=O)N1c1ccccc1,-8
COc1ccc(CNC(=O)c2ccc(NS(=O)(=O)c3c(C)noc3C)cc2)cc1,-4
CCOC(=O)N1CCC(NS(=O)(=O)c2ccc3c(c2)OCC(=O)N3)CC1,2
CC1CN(S(=O)(=O)c2ccc(Cl)c(C(F)(F)F)c2)CC(C)O1 (configuration not stated),-9
SMILES,14-3-3 PPI
O=C(c1cccn2c(=O)c3cc4ccccc4cc3nc12)N1CCN(c2ccccc2)CC1,-5
Cc1c(NS(=O)(=O)c2cccs2)c(=O)n(-c2ccccc2)n1C,-8
CNC(=O)c1c(-c2ccccc2)c2cc(OC)ccc2n1CCN(C)C,-3
CN1C(=O)N(C)C2(c3ccccc3)N(C)C(=O)NC12c1ccccc1 (configuration not stated),-7
CCOC(=O)C1=C(C)N=C2SCCC(=O)N2C1c1ccc(OCC)cc1 (configuration not stated),2
COCC(=O)Nc1nc2n(n1)C(c1ccc(OC)cc1)CC(c1ccc(OC)cc1)N2 (configuration not stated),-7
c1ccc(C2CCC(N3CCN(C4CCCCC4)CC3)CC2)cc1 (configuration not stated),0
CCC(=O)N(c1ccc(F)cc1)C1C=CS(=O)(=O)C1 (configuration not stated),2
COc1ccc(CCn2c(N)c(C(=O)NCc3ccco3)c3nc4ccccc4nc32)cc1OC,0
Cc1ccc2c(c1)c(-c1ccccc1)nc1nnnn12,0
CCOc1cc(OCC)cc(C(=O)Nc2cc(-c3nc4ccccc4s3)ccc2Cl)c1,-62
O=C(c1cccc([N+](=O)[O-])c1)n1cc(Br)cn1,-7
CN1CCN(c2c(CN3CCCC3)c(=O)oc3ccccc23)CC1,-67
Cc1ccc(S(=O)(=O)N(C)c2c(C)ccc(S(=O)(=O)n3nc(C)cc3C)c2C)cc1,-3
Cc1cc2ccccc2n1CCNS(C)(=O)=O,7
Cc1ccc(C)c(N2CCN(c3ncnc4c3cnn4-c3ccccc3)CC2)c1,0
Cc1cc(=O)oc(C)c1C(=O)NCCc1ccccc1,3&3
Cn1c(=O)c2c(nc(N3CCOCC3)n2CC(=O)C23CC4CC(CC(C4)C2)C3)n(C)c1=O,1&-5
CNC(=O)C(=O)NCCc1ccccc1,-6
CC(C)Cn1cc(C(=O)NCCCN2CCN(c3ccc(F)cc3)CC2)c2c3ccccc3n(C)c2c1=O,1
CSc1nc2n(n1)C(c1ccc(Br)cc1)C1=C(CC(C)(C)CC1=O)N2 (configuration not stated),0
CCOc1ccc(-n2c(C)cc(C(=O)CN3CCC(C)CC3)c2C)cc1,-6
Cc1cc(NC(=O)Nc2ccc(F)c(Cl)c2)no1,1
CCOc1ccccc1C(=O)NC(Nc1sc2c(c1C#N)CCCC2)(C(F)(F)F)C(F)(F)F,-21
COc1ccccc1-n1nnnc1SCc1ccccc1,-2
SMILES,14-3-3 PPI
Cc1ccc(N2Cc3ccccc3OC(C)C2=O)cc1 (configuration not stated),-1
O=C(N1CCN2CCCC2C1)C12CC3CC(C1)CC(n1cncn1)(C3)C2 (configuration not stated),0
O=C1C(=O)N(c2nc3ccccc3s2)C(c2ccccc2F)/C1=C(\O)c1ccccc1 (configuration not stated),-27
S=C1SC(c2ccccc2)=CC1=CN1CCCCC1,-15
Cc1ccc(-c2noc(CN3CCN(c4ccccc4F)CC3)n2)cc1,2
CCC(Oc1ccc2c(=O)c(Oc3cc(C)cc(C)c3)coc2c1)C(=O)OCc1ccccc1 (configuration not stated),3
O=C(c1ccc2c(c1)OCCO2)C1CCN(C(=O)c2ccc(F)cc2)CC1,-15
O=C(Nc1c2c(nn1-c1ccc(Cl)cc1)CSC2)c1ccc(F)cc1,-1
CCc1ccccc1NC(=O)CSc1nnc(CC)c(CC)n1,-1
Cc1nn(CCO)c2c1C(=O)CCC2,2
Cc1ccc(-c2ccc(OCC(=O)N3CCOCC3)cc2)cc1,2
Cc1nc(Nc2ccc(F)cc2)c2oc3ccccc3c2n1,5
O=C(NCc1ccccc1)N1CCC(c2nc3ccccc3[nH]2)CC1,-14
Cc1cccc(NC(=O)c2ccccc2[N+](=O)[O-])n1,-11
O=C(Cn1c(=O)n(Cc2cccs2)c(=O)c2ccc(Cl)cc21)c1cccc(C(F)(F)F)c1,3
CCCCc1cc(=O)oc2cc3occ(-c4ccc(Cl)cc4)c3cc12,-9
COc1cc(C2NC(=O)NC(O)(C(F)(F)F)C2C(=O)c2ccc(C)cc2)ccc1O (configuration not stated),-9
Cc1ccc(C(=O)OCC(=O)c2ccc(Cl)s2)s1,-2
COc1cc(C2C3=C(CC(C)(C)CC3=O)NC3=C2C(=O)CC(C)(C)C3)ccc1OCc1ccc(C)cc1,0
Cc1c(NC(=O)CCC(=O)O)c(=O)n(-c2ccccc2)n1C,-18
CC(=O)Nc1ccc(Nc2ncnc3c2cnn3-c2ccccc2)cc1,3
CC(O)c1nc2ccccc2n1CCCOc1ccccc1 (configuration not stated),-3
Nc1nnc(-c2ccccc2I)s1,-15
O=C(Nc1ccc(F)cc1F)c1ccco1,0
Cc1ccc(-n2c(C)cc(=O)cc2C)c(C)c1,0
SMILES,14-3-3 PPI
COc1ccc(C2CC(c3cccc(OC)c3)n3nc(N)nc3N2)cc1 (configuration not stated),6
CCC(=O)N1CCc2cc(Br)cc(S(=O)(=O)CCC(=O)N3CCN(C(=O)c4ccco4)CC3)c21,-1
CN(c1cccc(NC(=O)c2ccccc2N(C)S(C)(=O)=O)c1)S(C)(=O)=O,-3
Cn1c(=O)c2c(nc(NC3CCCCC3)n2CC(=O)C23CC4CC(CC(C4)C2)C3)n(C)c1=O,-2&-13
CC1CCCCN1S(=O)(=O)c1ccc2[nH]c(=O)cc(C(=O)NCCN3CCc4ccccc4C3)c2c1 (configuration not stated),2
COc1ccc(C2C3=C(CC(C)(C)CC3=O)N(CCN3CCOCC3)C3=C2C(=O)CC(C)(C)C3)cc1,0
CCOC(=O)C1=C(C)N(c2ccc(OCC)cc2)C(=O)C1,-2
